CCHF vOTU inh – blocks the CCHF virus ovarian tumor domain protease | CCHFV vOTU protease, Pep-AMC fluorescence | inhibition, % at 11.5 µM | actives 0.55% (n = 370,000); in the data active = inhibition above about 30%; note: 0% = vehicle wells with enzyme and 100% = no enzyme wells
SSB-PriA inh – K. pneumoniae PriA-SSBct interaction inhibition; AlphaScreen SSBct-PriA binding, biotinylated peptide; inhibition, % at 33 µM; actives 0.6% (n = 430,000); in the data active = inhibition mostly above about 37%, no sharp cut-off; inactive = mostly below about 20%;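 note: plate controls were negative control peptide for no effect and reference peptide for full effect; strong numbers were not always called active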
VHR inh abs – inhibitors of human VHR1 phosphatase (DUSP3) | P51452 | recombinant VHR phosphatase, pNPP absorbance | inhibition, % at 13.3 µM | actives 0.52% (n = 290,000) | AID 1654; in the data active = inhibition above about 50%; note: some compounds called inactive have numbers as strong as hits
Target sequence (P51452 whole entry, looked up): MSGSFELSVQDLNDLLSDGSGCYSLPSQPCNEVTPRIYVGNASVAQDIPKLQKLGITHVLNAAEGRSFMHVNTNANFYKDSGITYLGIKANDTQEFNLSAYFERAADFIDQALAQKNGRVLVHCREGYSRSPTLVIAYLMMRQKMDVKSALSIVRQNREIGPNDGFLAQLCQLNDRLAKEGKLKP
TcdB GH inh – TcdB glycohydrolase inhibition. P18177. TcdB glycohydrolase enzymatic assay, plate reader. inhibition, % at 9.99 µM. actives 0.24% (n = 350,000). AID 652162; in the data active = inhibition above about 10%
BoNT A protease – blocks Botulinum neurotoxin A light chain protease; multiplex microsphere protease substrate cleavage, flow cytometry; inhibition, % at 10 µM; actives 0.17% (n = 360,000); AID 588499; note: plate controls were buffer without enzyme for full effect and enzyme alone for no effect
Yp Topo-I inh – Y. pestis Topo-I inhibition via cleavage products | actives 0.064% (n = 360,000) | Y. pestis Topo-I cleavage product accumulation, plate reader | AID 504884 | activity, % at 10 µM; in the data active = activity above about 50%, passing the limit was not always enough; inconclusive = no clear call, values can overlap the other calls; note: inactives centre near 2
Anthrax LF prot – anthrax lethal factor protease inhibition. AID 588501. multiplex microsphere protease cleavage assay, LF. P15917. inhibition, % at 10 µM. actives 0.12% (n = 360,000); note: plate controls were buffer without enzyme for full effect and enzyme alone for no effect
Target sequence (P15917 whole entry, looked up): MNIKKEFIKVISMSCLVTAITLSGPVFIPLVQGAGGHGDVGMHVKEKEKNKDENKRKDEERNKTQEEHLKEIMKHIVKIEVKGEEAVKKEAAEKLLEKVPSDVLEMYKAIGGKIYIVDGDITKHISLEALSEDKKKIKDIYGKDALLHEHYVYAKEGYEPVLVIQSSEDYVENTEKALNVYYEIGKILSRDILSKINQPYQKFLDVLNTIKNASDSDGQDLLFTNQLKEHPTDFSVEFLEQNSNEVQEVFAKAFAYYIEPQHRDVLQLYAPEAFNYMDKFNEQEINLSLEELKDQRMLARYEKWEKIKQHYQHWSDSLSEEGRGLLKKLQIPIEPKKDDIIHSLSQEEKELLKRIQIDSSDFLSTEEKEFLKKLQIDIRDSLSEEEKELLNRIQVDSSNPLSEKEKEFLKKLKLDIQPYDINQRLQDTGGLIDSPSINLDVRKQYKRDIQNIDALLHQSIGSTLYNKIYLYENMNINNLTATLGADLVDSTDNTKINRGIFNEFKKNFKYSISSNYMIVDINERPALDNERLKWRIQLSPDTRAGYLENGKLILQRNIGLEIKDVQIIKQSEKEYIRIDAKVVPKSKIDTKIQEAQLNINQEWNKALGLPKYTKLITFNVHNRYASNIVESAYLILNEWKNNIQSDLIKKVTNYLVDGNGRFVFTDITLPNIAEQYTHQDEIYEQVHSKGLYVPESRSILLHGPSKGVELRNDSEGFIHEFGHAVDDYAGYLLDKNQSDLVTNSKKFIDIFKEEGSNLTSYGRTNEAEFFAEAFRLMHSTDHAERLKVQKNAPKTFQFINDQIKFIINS
Vc quorum ag – quorum light induction in luxS cqsA deficient V. cholerae; V. cholerae BH1578 lux reporter, luminescence, 6 h; activation, % at 18.7 µM; actives 0.16% (n = 350,000); AID 588436; in the data active = activation mostly above about 9.7%, no sharp cut-off; inconclusive = no clear call, values can overlap the other calls; inactive = mostly below about 3.7%; note: not every result past the cut was called active; inactives centre near 0; reference of the scale not given here
SARS 3CLpro inh – SARS-CoV 3CLpro protease inhibition | P0C6X7 | recombinant SARS-CoV 3CLpro, quenched FRET peptide cleavage | inhibition, % at 6 µM | actives 0.14% (n = 290,000) | AID 1706; in the data active = inhibition above about 12%
PfHsp40 rescue – compounds rescuing yeast from Plasmodium falciparum HSP40 toxicity | S. cerevisiae expressing PfHsp40, growth rescue, ATP luminescence | actives 0.68% (n = 340,000) | growth rescue, % at 12.5 µM; in the data active = growth rescue above about 28%, passing the limit was not always enough; inconclusive = no clear call, values can overlap the other calls;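 note: yeast W303a lacking pdr1 and pdr3 grown in galactose medium; growth measured after three days at 30 °C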
* hit, by the source's call; i = inactive; ? = inconclusive; / = not tested or not shown; & = joins results of further samples. Cut-off read from the data, not from the text of the source, unless noted: active = inhibition above about 30%; inconclusive = no clear call, values can overlap the other calls; inactive = below that. Not all compounds are listed. The share of hits here may be higher or lower than overall.

SMILES | CCHF vOTU inh | SSB-PriA inh | VHR inh abs | TcdB GH inh | BoNT A protease | Yp Topo-I inh | Anthrax LF prot | Vc quorum ag | SARS 3CLpro inh | PfHsp40 rescue
O=c1c(C=Nc2cccnc2Cl)c(O)n(CCCCl)c(=O)n1C1CCCCC1 | 8 | -6 | 13 | 0.5 | 1.4 | 6 | -1 | -0.4 | 1 | 0.1
Nc1cc2c(cc1Br)-c1c(C(=O)O)cccc1C2O (stereo unspecified) | -11 | -9 | / | 0.6 | -0.4 | 0 | -2 | i | / | 0.6
COc1cc(C(=O)c2ccccc2)c(OC)cc1C(=O)Nc1ccc(O)cc1 | 8 | 18 | 13 | 2.3 | -0.5 | 6 | -1 | -0.4 | 1 | 0.6
O=C(c1cc(-c2ccc(F)cc2)no1)N1CCN(Cc2ccc3c(c2)OCO3)CC1 | 2 | -2 | 29 | -0.3 | -0.5 | 5 | -4 | -0.2 | 5 | 4.8
Cc1nonc1-c1nc(-c2nonc2N)n[nH]1 | 3 | -7 | 2 | / | -0.3 | -8 | -7 | i | -6 | -0.2
Cc1cccc(N2CCN(CC(=O)N(C)Cc3ccccc3)CC2C)c1 (stereo unspecified) | -11 | 2 | 5 | 0.9 | 2.1 | 2 | -5 | 1.2 | 3 | 44*
O=C(Nc1ccc(S(=O)(=O)Nc2ncccn2)cc1)c1ccc(Br)cc1 | -12 | / | / | 0.6 | 0.2 | -10 | 5 | -1.1 | / | /
CCCCNC1c2ccccc2C(=O)N1Cc1ccccc1 (stereo unspecified) | 4 | -8 | 16 | 1.1 | 0.7 | 6 | 24 | -0.2 | -3 | -0.3
S=c1[nH]c2cc(Br)cnc2[nH]1 | -5 | 3 | 19 | 1.2 | 0.3 | 7 | -1 | -0.3 | -9 | 0.8
Cc1ccc2nc(CSc3nnc(-c4ccncc4)n3C)cc(=O)n2c1 | -4 | -4 | 30 | 0.4 | 1.0 | -1 | -2 | 1.4 | 5 | -2.6
CC(C)(C)N1CC(COc2ccccc2)OC1=O (stereo unspecified) | -4 | -16 | -8 | / | 16 | 3 | -13 | 5.3 | 0 | -0.8
CC(c1ccccc1)n1cc(C(=O)NCc2ccncc2)nn1 (stereo unspecified) | 2 | 9 | 7 | 1.2 | -1.1 | -2 | -4 | i | 0 | -0.8
Cc1ccc(/C=N/Nc2ncnc3nc[nH]c23)cc1 | 10 | / | -13 | 2.4 | 0.2 | 3 | -7 | -0.2 | 1 | 0.8
OC[C@H]1O[C@@H](c2nc(-c3ccc4c(c3)CCO4)no2)[C@H](O)[C@@H](O)[C@H]1O | 2 | / | / | 1.1 | 0.2 | 0 | 0 | -0.8 | / | /
Nc1nonc1-c1noc(-c2ccccc2)n1 | -11 | -14 | 31 | / | 6.3 | 3 | 0 | -0.2 | -3 | 0.7
COc1ccc(CNC(=O)C2CC(c3cccc([N+](=O)[O-])c3)=NO2)cc1 (stereo unspecified) | 1 | -3 | 8 | 3.3 | -0.5 | 6 | 1 | -0.4 | -1 | -1.2
O=C(c1cccc(Br)c1)N1CCN(C(=O)c2cccc(Br)c2)CC1 | 1 | -8 | 9 | / | 0.4 | 22 | -2 | 5.9 | -2 | -0.4
COc1ccc(CCC(=O)OC(C)C(=O)c2ccc(C)cc2)cc1 (stereo unspecified) | 16 | -97 | -4 | / | -1.5 | 33 | -7 | i | -6 | -0.6
O=C1c2ccccc2C(=O)N1CCOc1ccccc1 | 7 | -3 | / | / | 1.1 | 2 | 0 | -0.7 | 2 | -0.2
NC(=O)c1ccccc1NC(=O)c1ccc2c(c1)OCO2 | -1 | -3 | 6 | 0.7 | 1.2 | 6 | 10 | -3.0 | 1 | -1.8
CC(C)Nc1ncnc2c1ncn2[C@H]1CN(Cc2ccc(F)cc2)C[C@@H](CO)O1 | 18 | / | / | -6.2 | -0.1 | -10 | -2 | i | / | /
COc1ccc(S(=O)(=O)Cc2ccc(C(=O)NCCc3cc(OC)ccc3OC)o2)cc1 | -2 | 11 | 7 | 1.6 | -0.2 | 26 | -6 | -2.2 | 0 | 1.2
CCOC(=O)c1c(-c2ccc(C)cc2)csc1NC(=S)NC(=O)c1ccccc1 | -12 | 0 | -9 | / | 0.5 | 1 | 0 | -2.9 | 2 | 1.0
COc1ccc2oc(C(=O)OCC(=O)NCCc3ccccc3)c(C)c2c1 | 4 | -3 | / | 2.7 | 2.4 | 1 | 8 | i | / | -0.8
COC(=O)CCC(=O)c1oc2ccc(OC)cc2c1N | 6 | 10 | 44 | / | -0.1 | 3 | -1 | i | 3 | -0.3
COC(=O)c1ccccc1-n1c(CCC(=O)O)ccc1-c1ccccc1 | 8 | -14 | 26 | 0.6 | -1.1 | -1 | 6 | -0.9 | -3 | 0.3
CN(C)c1nnnn1Cc1ccccc1 | 11 | -18 | 16 | 0.0 | -0.1 | -1 | -2 | -0.2 | -1 | -0.9
Cc1nc2sc(C(c3ccc(Cl)cc3)N3CCN(c4ccccc4F)CC3)c(O)n2n1 (stereo unspecified) | 11 | -17 | 18 | / | 0.4 | -2 | -4 | -6.2 | -2 | 1.0
Cn1c(Cn2nnc3ccccc32)nnc1SCC(=O)c1ccccc1F | -12 | 2 | 10 | / | 0.4 | 7 | -3 | i | 1 | -0.3
CC(NC(=O)[C@H](C)NC(=O)c1ccco1)c1ccc(S(N)(=O)=O)cc1 (stereo partly specified) | 2 | -5 | 10 | -1.2 | -0.2 | -2 | 0 | i | -1 | -1.6
CSc1ccc(CN2CCCCCC2)cc1 | -3 | -6 | 23 | -1.8 | 1.0 | 4 | -1 | -1.1 | -2 | -0.7
Cn1c(=O)cc(OCCCC(=O)NCc2ccccn2)c2ccccc21 | -1 | -16 | 32 | / | -0.4 | 6 | ? | -0.3 | 0 | -1.2
CCOC(=O)N1CCN(C(=O)c2ccc(OC)cc2)CC1 | -10 | -26 | 15 | 0.2 | -0.5 | -10 | -5 | -0.3 | 1 | -0.2
CCOC(=O)c1sc2ccc(S(=O)(=O)N3CC(C)CC(C)C3)cc2c1N (stereo unspecified) | 4 | -3 | -8 | / | 0.8 | 5 | 0 | -3.4 | -5 | 0.7
CCC(CC)c1nnc(NC(=O)CCS(=O)(=O)Cc2ccccc2)s1 | 1 | -3 | 10 | -1.3 | 1.1 | -3 | 2 | -0.5 | 5 | 0.1
O=C(COC(=O)c1cccnc1)NC1CCCc2ccccc21 (stereo unspecified) | -10 | -1 | 26 | 0.4 | 9.0 | 5 | 7 | i | 4 | -0.1
CC[n+]1ccc2cc(OC)c(OC)cc2c1Cc1ccc(OC)c(OC)c1 | / | 0 | 3 | / | 0.2 | 5 | 2 | 4.2 | -5 | 0.5
CCC(=O)N(Cc1ccco1)Cc1cc2cc3c(cc2[nH]c1=O)OCO3 | -34 | 1 | 12 | 0.7 | -1.0 | 6 | -4 | i | 2 | -0.3
Cc1ccc(NC(=S)c2ccncc2)cc1 | 20 | 12&-8 | -22 | 0.6 | 0.5 | 2 | 1 | -1.7 | 2 | 0.3
C=CCC1(C)C(=O)N(c2ccccc2)c2ccccc21 (stereo unspecified) | 3 | -14 | 27 | / | 0.1 | 0 | 0 | 0.2 | -6 | 1.2

Some of the entries above, reformatted:
| structure | CCHF vOTU inh | SSB-PriA inh | VHR inh abs | TcdB GH inh | BoNT A protease | Yp Topo-I inh | Anthrax LF prot | Vc quorum ag | SARS 3CLpro inh | PfHsp40 rescue |
| --- | --- | --- | --- | --- | --- | --- | --- | --- | --- | --- |
| CC(NC(=O)[C@H](C)NC(=O)c1ccco1)c1ccc(S(N)(=O)=O)cc1 (stereo partly specified) | 2 | -5 | 10 | -1.2 | -0.2 | -2 | 0 | i | -1 | -1.6 |
| CSc1ccc(CN2CCCCCC2)cc1 | -3 | -6 | 23 | -1.8 | 1.0 | 4 | -1 | -1.1 | -2 | -0.7 |
| Cn1c(=O)cc(OCCCC(=O)NCc2ccccn2)c2ccccc21 | -1 | -16 | 32 | / | -0.4 | 6 | ? | -0.3 | 0 | -1.2 |
| CCOC(=O)N1CCN(C(=O)c2ccc(OC)cc2)CC1 | -10 | -26 | 15 | 0.2 | -0.5 | -10 | -5 | -0.3 | 1 | -0.2 |

The list goes on:
SMILES | CCHF vOTU inh | SSB-PriA inh | VHR inh abs | TcdB GH inh | BoNT A protease | Yp Topo-I inh | Anthrax LF prot | Vc quorum ag | SARS 3CLpro inh | PfHsp40 rescue
COc1ccc(C)cc1NC(=O)CN1C(=O)COc2ccc(C)cc21 | 9 | -10 | 2 | -0.1 | -0.4 | -5 | -28 | i | 1 | -1.7
OCC[C@@H]1C[C@@H](O)[C@H](O)[C@]2(CCCO2)O1 | 14 | -2 | / | 0.2 | -0.3 | -6 | 3 | i | / | -1.4
O=C(N[C@H](CO)c1ccccc1)[C@H]1O[C@@H](n2ccc(=O)[nH]c2=O)[C@H](O)[C@@H]1O | -1 | / | / | 2.7 | 0.7 | / | 9 | / | / | /
COc1ccc(OC)c(Nc2nc(N(C)c3ccccc3)nc(N)c2[N+](=O)[O-])c1 | 10 | -4 | 24 | 0.3 | 4.0 | 20 | -12 | -1.1 | 3 | 4.9
CCN1CCN(C(=O)C(=O)c2cn(CC(=O)N3CCCCCC3)c3ccccc23)CC1 | 1 | -6 | 2 | -0.8 | 3.9 | 6 | 10 | 1.4 | 0 | 0.8
Cc1ccc(/C=N/NC(=O)c2ccc(Cn3cc([N+](=O)[O-])cn3)o2)cc1 | -10 | / | 36 | / | 2.4 | -4 | -1 | 0.0 | -3 | 0.6
c1ccc(Nc2nc(N3CCCC3)nc(N3CCOCC3)n2)cc1 | -4 | -10 | / | 3.0 | 0.8 | 0 | -1 | i | / | 2.9
Cc1[nH]c2ccccc2c1/C=N/NC(=O)c1cc(C(C)C)[nH]n1 | -1 | / | 33 | 2.0 | / | 5 | / | -0.8 | 0 | -2.2
Cc1cc(C)c(C)c(Oc2ncnc(N)c2[N+](=O)[O-])c1 | 2 | 0&-2 | 11 | / | -0.6 | -3 | -3 | i | 4 | 1.1
COc1ccc(/C=C(\NC(=O)c2ccc(C)cc2)C(=O)NCCCN2CCOCC2)cc1OC | -4 | 5 | 8 | 1.2 | 3.8 | -6 | 0 | -0.3 | 2 | 1.9
CCN(CC)CCN(C(=O)C1=COCCO1)c1nc2cc(C)cc(C)c2s1 | -10 | 3&-10 | 24 | 0.5 | 1.1 | 8 | -2 | i | 1 | 0.4
NC(=O)C1(N2CCCCC2)CCN(Cc2ccccc2)CC1 | 5 | 3 | 6 | -0.7 | -0.1 | 0 | -9 | -5.9 | -3 | -1.3
O=C(COc1ccc2ccccc2c1)N1CCN(c2ccccc2O)CC1 | 11 | 13 | 14 | / | -0.7 | 3 | -12 | i | 0 | 3.0
CCCNC(=O)C1(C)CCN(Cc2cc(C(F)(F)F)ccc2Cl)C1 (stereo unspecified) | -3 | / | / | 0.3 | 0.2 | 5 | 0 | -1.2 | / | /
COc1ccc(Nc2nc(-c3cccs3)nc3ccccc23)cc1 | 8 | -40 | 2 | -0.4 | -0.6 | -29 | -3 | -0.3 | 1 | 3.2
CC(=O)N1CCN(CC(=O)Nc2cc(S(=O)(=O)N3CCOCC3)ccc2C)CC1 | -6 | -1 | 26 | 0.7 | -0.4 | 0 | -1 | i | 1 | 0.2
O=c1c2ccccc2c(C=NCCCN2CCOCC2)c(O)n1Cc1ccc2c(c1)OCO2 | -5 | 25 | -14 | -0.4 | -0.2 | 32 | -2 | -0.9 | 1 | 0.4
COc1ccc(CN2C(=O)C(C)Oc3ccccc32)cc1 (stereo unspecified) | 10 | -40 | 17 | 1.6 | -5.8 | -6 | 1 | -0.6 | 0 | 0.7
CCN(CC)C(=O)[C@H]1CC(CC(=O)NCc2ccc(OC)c(OC)c2)C(=O)N2CCc3c([nH]c4ccc(OC)cc34)[C@]12C (stereo partly specified) | 25 | -7 | / | 0.2 | 0.4 | 8 | 4 | i | / | -0.1

Compound activity from PubChem.
